TCR CD3 inh – inhibitors of human TCR-CD3 interaction, primary screen, biochemical, fluorescence, TAMRA-labeled TCR probe; T-cell receptor (TCR); inhibition, % at 9.4 µM; 360,000 compounds, 0.37% hits; AID 651800, 2012; in the data active = inhibition above about 19%;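 also: recombinant mutant TCR 2C K166C tagged with TAMRA read by polarization; 0% = receptor in buffer alone and 100% = receptor with positive control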
TDP2 absorb – human TDP2 enzyme inhibitors, primary screen, biochemical, epi absorbance, recombinant enzyme; inhibition, % at 12.8 µM; T5PNP hydrolysis, p-nitrophenol absorbance 415 nm; 370,000 compounds, 0.34% hits; Tyrosyl-DNA phosphodiesterase 2 (Homo sapiens), O95551;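 active = inhibition above the mean of all tested compounds plus 3 SD, set per campaign, cut at about 25% in these data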;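 also: 0% = DMSO with enzyme and 100% = buffer with substrate but no TDP2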
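System: recombinant human TDP2 / Amount: 120 nM TDP2 per well / Also added: 5 mM T5PNP chromogenic substrate / Doses: 12.8 µM single point, 1% DMSO / Incubation: 2 h at 37 °C / Detection: p-Nitrophenol epi absorbance / Evaluation: % inhibition relative to enzyme-containing and enzyme-free wells / Repeats: singlicate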
SIAE inh – human SIAE inhibitors, primary screen, biochemical, fluorescence polarization, FP-Rh probe, 1536-well HTS. AID 1053197, 2014. inhibition, % at 9.66 µM. 370,000 compounds, 0.69% hits. Sialate O-acetylesterase (Homo sapiens), Q9HAT2. SIAE FP-Rh probe binding;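 active = inhibition above a cutoff: mean of compounds within the control limits plus 3 SD of those, cut at about 17% in these data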;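 also: 0% = plate median of compound wells and 100% = probe without SIAE protein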
LEDGF integ inh – blockers of LEDGF/p75-dependent integrase strand transfer – biochemical, TR-FRET, high throughput, primary screen; HIV-1 integrase (with human LEDGF/p75); TR-FRET IN-LEDGF/p75 DNA integration, Eu/Cy5; inhibition, % at 3.7 µM; 370,000 compounds, 0.64% hits; AID 743269, 2014;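 active = inhibition above the screen-wide mean plus 3 SD, cut at about 13% in these data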;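 also: signal is the Cy5 over europium emission ratio at 671 and 618 nm; 0% = plate median of compound wells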
DDE Tn7 FP inh – inhibitors of Tn7 peptide binding to fibrin DD(E), primary screen, biochemical, fluorescence polarization, human fibrin, Tn7 probe | Fibrinogen beta chain (Homo sapiens), P02675 | FP displacement of FITC-Tn7 peptide from fibrin DD(E); 0% = median of compound wells per plate | inhibition, % at 8.3 µM | 370,000 compounds, 0.13% hits;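 active = inhibition above the mean of compounds falling within the control limits plus 3 SD of them, cut at about 14% in these data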;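 also: 0% = plate median of compound wells and 100% = 10 µM Aha-Tn7 peptide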
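Also added: labelled Tn7 tracer, 0.1 µM; Assay system: human fibrin DD(E) protein; Amount: 2 µM fibrin DD(E); Schedule: 10 min compound pre-incubation, 3 h probe incubation at room temperature; Repeats: one replicate per compound; Read-out basis: percent inhibition; Measured by: fluorescence polarization of the labelled Tn7 tracer.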
UHRF1 MBD2 ctr – UHRF1 methylated DNA binding inhibitors, primary screen, counter-screen for MBD2 inhibitor project, biochemical, TR-FRET, human UHRF1, single concentration; E3 ubiquitin-protein ligase UHRF1 (Homo sapiens), Q96T88; UHRF1 binding to methylated oligo; inhibition, % at 4.4 µM; 370,000 compounds, 0.75% hits; AID 687016, 2013; in the data active = inhibition above about 21%;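 also: UHRF1 SRA domain binding a hemimethylated CpG hairpin DNA probe; 0% = median of test compound wells and 100% = reference inhibitor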
HTRA1 inh – HTRA1 serine protease inhibitors, primary screen, biochemical, fluorescence polarization, HTS; AID 504803, 2011; inhibition, % at 5.96 µM; 340,000 compounds, 0.5% hits; Q92743; recombinant HTRA1, FP-rhodamine activity-based probe; in the data active = inhibition above about 36%;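 also: 0% = enzyme with DMSO and 100% = wells lacking enzyme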
Target sequence (Q92743 whole entry, looked up): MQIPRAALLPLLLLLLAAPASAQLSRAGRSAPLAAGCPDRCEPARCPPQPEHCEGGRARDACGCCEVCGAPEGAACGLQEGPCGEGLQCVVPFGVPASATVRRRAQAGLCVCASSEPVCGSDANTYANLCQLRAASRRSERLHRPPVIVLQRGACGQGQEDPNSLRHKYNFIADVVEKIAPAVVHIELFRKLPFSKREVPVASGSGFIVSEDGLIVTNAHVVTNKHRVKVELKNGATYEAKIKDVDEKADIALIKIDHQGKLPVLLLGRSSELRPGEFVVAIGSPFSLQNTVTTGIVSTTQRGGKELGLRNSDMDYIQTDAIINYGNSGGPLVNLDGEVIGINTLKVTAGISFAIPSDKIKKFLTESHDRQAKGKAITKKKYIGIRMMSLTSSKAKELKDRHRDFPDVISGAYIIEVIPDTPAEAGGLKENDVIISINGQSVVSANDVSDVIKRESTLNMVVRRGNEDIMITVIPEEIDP
mABHD4 FP – ABHD4 inhibitors, primary screen, biochemical, fluorescence polarization, mouse. (Lyso)-N-acylphosphatidylethanolamine lipase (Mus musculus), Q8VD66. purified mABHD4, FP-Rh probe fluorescence polarization. inhibition, % at 8.92 µM. 370,000 compounds, 0.54% hits;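 active = inhibition exceeding the mean over every tested compound plus 3 SD, cut at about 30% in these data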;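 also: 0% = plate median of compound wells and 100% = S159A mutant with DMSO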
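Assay system: mABHD4 protein; medium: HEPES pH 7.0, NaCl, Pluronic buffer; dosing: 8.92 µM, single dose; schedule: 45 min + 60 min at 25 °C; signal: FP readout, ex 525 nm / em 598 nm; read-out: normalized percent inhibition of probe labeling; repeats: single replicate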
PG9 binder – binders of HIV-1 gp120 antibody PG9, primary screen, biochemical, TR-FRET. inhibition, % at 6.7 µM. TR-FRET gp120-PG9 antibody binding. 360,000 compounds, 0.43% hits. HIV-1 gp120 / PG9 antibody interaction; in the data active = inhibition above about 8.5%
PRMT1 inh – PRMT1 methyltransferase inhibitors, primary screen, biochemical, fluorescence polarization; inhibition, % at 2.79 µM; 370,000 compounds, 1.3% hits; AID 652257, 2013; Protein arginine N-methyltransferase 1 (Homo sapiens), Q99873; recombinant PRMT1, activity-based probe fluorescence polarization;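 active = inhibition above about 21% made by adding two undisclosed values, limit read from the data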
Target sequence (Q99873 whole entry, looked up): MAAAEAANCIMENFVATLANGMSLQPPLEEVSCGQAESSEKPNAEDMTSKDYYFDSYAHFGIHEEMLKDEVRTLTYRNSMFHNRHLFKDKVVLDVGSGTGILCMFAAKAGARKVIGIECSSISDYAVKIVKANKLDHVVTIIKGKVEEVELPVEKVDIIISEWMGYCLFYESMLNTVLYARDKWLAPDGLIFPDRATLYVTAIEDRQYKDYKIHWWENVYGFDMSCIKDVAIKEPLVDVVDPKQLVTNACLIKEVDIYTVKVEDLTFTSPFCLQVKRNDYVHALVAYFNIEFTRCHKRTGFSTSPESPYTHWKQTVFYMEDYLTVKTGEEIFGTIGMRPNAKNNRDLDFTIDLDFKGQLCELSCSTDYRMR
An asterisk follows results filed as active; . = no result given.

Field names: A = TCR CD3 inh; B = TDP2 absorb; C = SIAE inh; D = LEDGF integ inh; E = DDE Tn7 FP inh; F = UHRF1 MBD2 ctr; G = HTRA1 inh; H = mABHD4 FP; I = PG9 binder; J = PRMT1 inh
> CCCN(CCO)Cc1ccc2ccccc2c1
  A = 5.4	B = 0.0	C = -9.8	D = -1.2	E = 9.9	F = -2.4	G = 1.5	H = 0.2	I = -0.5	J = 1.7
> O=C(CN1CCN(Cc2ccccc2)CC1)N/N=C/C=C/c1ccco1
  A = -4.0	B = 3.9	C = 2.0	D = 4.5	E = 7.8	F = 5.0	G = 4.7	H = -8.1	I = -3.5	J = 5.8
> CCOC(=O)CCc1c(C)c(C#N)c2[nH]c3ccccc3n2c1=O
  A = -4.4	B = 6.8	C = 7.6	D = 0.2	E = 5.1	F = -1.0	G = 0.9	H = 15.5	I = -2.4	J = 1.8
> CCCCN(C(=O)c1ccc([N+](=O)[O-])o1)c1c(N)n(CC(C)C)c(=O)[nH]c1=O
  A = 4.5	B = -6.2	C = 5.4	D = -2.8	E = 2.8	F = 0.5	G = -0.2	H = 10.2	I = -1.5	J = 8.7
> COc1ccc(-c2cc(C(=O)NCCCn3ccnc3)no2)cc1OC
  A = 9.1	B = 2.6	C = -3.5	D = -2.2	E = -4.8	F = -4.6	G = -1.2	H = 2.4	I = -0.3	J = -1.9
> O=C(NCCc1ccccc1)C1CCC(=O)N(Cc2cccc(C(F)(F)F)c2)C1 (stereo not given)
  A = 1.5	B = -23.0	C = -3.5	D = -9.4	E = -1.4	F = 2.3	G = 0.1	H = -11.1	I = -0.9	J = 8.1
> CC(=O)c1ccc(NC(=O)COC(=O)c2ccccc2Nc2ccccc2)cc1
  A = 0.1	B = -4.2	C = -5.6	D = -1.1	E = 4.3	F = -2.0	G = -10.4	H = -1.1	I = 1.9	J = 0.1
> O=C(CCNC(=O)c1ccc([N+](=O)[O-])cc1)Nc1cccc(S(=O)(=O)N2CCCCC2)c1
  A = -0.4	B = -0.5	C = -0.4	D = 1.1	E = 2.8	F = 11.8	G = 0.3	H = 3.5	I = -0.2	J = -2.7
> CN(C(=O)c1ccccc1OCC(=O)Nc1ccc(Br)cc1)c1ccccc1
  A = .	B = -6.2	C = -15.3	D = -1.4	E = 5.3	F = 0.0	G = .	H = -11.2	I = .	J = 1.2
> O=c1ccc(S(=O)(=O)N2CCCC2)cn1Cc1ccc(Cl)cc1Cl
  A = -0.4	B = -16.7	C = -9.0	D = 1.4	E = -8.4	F = 4.1	G = -6.7	H = -7.0	I = -2.4	J = -4.4

Brought forward from above: 3 compounds; new compounds follow.
Field names: A = TCR CD3 inh; B = TDP2 absorb; C = SIAE inh; D = LEDGF integ inh; E = DDE Tn7 FP inh; F = UHRF1 MBD2 ctr; G = HTRA1 inh; H = mABHD4 FP; I = PG9 binder; J = PRMT1 inh
> O=C(CCNC(=O)c1ccc([N+](=O)[O-])cc1)Nc1cccc(S(=O)(=O)N2CCCCC2)c1
  A = -0.4	B = -0.5	C = -0.4	D = 1.1	E = 2.8	F = 11.8	G = 0.3	H = 3.5	I = -0.2	J = -2.7
> CN(C(=O)c1ccccc1OCC(=O)Nc1ccc(Br)cc1)c1ccccc1
  A = .	B = -6.2	C = -15.3	D = -1.4	E = 5.3	F = 0.0	G = .	H = -11.2	I = .	J = 1.2
> O=c1ccc(S(=O)(=O)N2CCCC2)cn1Cc1ccc(Cl)cc1Cl
  A = -0.4	B = -16.7	C = -9.0	D = 1.4	E = -8.4	F = 4.1	G = -6.7	H = -7.0	I = -2.4	J = -4.4
> CN(CC(=O)Nc1ccccc1C(F)(F)F)C(=O)C1CC1
  A = -5.8	B = 6.8	C = 0.0	D = -0.7	E = 5.2	F = -0.3	G = -3.5	H = 0.2	I = 0.9	J = -2.3
> Cc1ccccc1C(=O)N1CCN(c2ccc(NC(=O)Cc3ccccc3)cc2)CC1
  A = 8.3	B = -18.3	C = 1.9	D = -1.0	E = 5.5	F = -0.3	G = 4.4	H = -3.1	I = -1.4	J = -7.0
> COc1ccc(C(C)NC(=O)Nc2ccc(C(C)=O)cc2)cc1OC (stereo not given)
  A = 3.0	B = -2.9	C = -5.2	D = 3.0	E = -8.8	F = -2.8	G = -1.9	H = -7.0	I = -0.5	J = -1.9
> COc1ccc(S(=O)(=O)Nc2ccc(S(=O)(=O)N3CCCCC3)cc2)cc1
  A = -1.0	B = 9.0	C = 2.7	D = 0.0	E = 2.3	F = 3.2	G = 0.6	H = -4.3	I = 2.4	J = 2.1
> O=c1oc(-c2cccs2)nc2ccc(Br)cc12
  A = 7.6	B = -7.7	C = -13.8	D = 3.8	E = -1.2	F = 1.4	G = -24.9	H = -23.6	I = -1.4	J = 3.1
> Cc1ccc(-n2nnnc2SCC(=O)Nc2cc(C)on2)c(C)c1
  A = 3.6	B = -11.0	C = -2.2	D = -1.3	E = -12.5	F = 2.0	G = -5.7	H = 6.2	I = -0.7	J = -2.8
> CCOc1ccc(C(=O)Nc2cccc(-n3cnnn3)c2)cc1OCC
  A = -2.1	B = -18.3	C = -20.8	D = 4.4	E = 3.6	F = -3.8	G = -21.9	H = -14.7	I = -1.1	J = -5.3
> COc1cc(NC(C)=O)ccc1NC(=O)c1cc2ccccc2o1
  A = -6.7	B = -18.6	C = 0.0	D = 1.8	E = -5.8	F = 1.6	G = 0.7	H = -10.2	I = -0.5	J = 1.0
> CC1CCC2(CC1)NC(=O)N(CC(=O)c1ccc3c(c1)OCO3)C2=O (stereo not given)
  A = -5.1	B = -0.3	C = 8.3	D = -2.4	E = 3.3	F = 0.0	G = 1.6	H = 21.7	I = 1.9	J = -1.5
> COc1ccc(NC(=S)N2CCN(C/C=C/c3ccccc3)CC2)cc1
  A = 5.7	B = 12.7	C = 4.7	D = -0.9	E = 5.6	F = -5.3	G = -2.4	H = -3.5	I = 0.7	J = 0.5

Retrieved by compound from the list above, two records:
Field names: A = TCR CD3 inh; B = TDP2 absorb; C = SIAE inh; D = LEDGF integ inh; E = DDE Tn7 FP inh; F = UHRF1 MBD2 ctr; G = HTRA1 inh; H = mABHD4 FP; I = PG9 binder; J = PRMT1 inh
> CCOc1ccc(C(=O)Nc2cccc(-n3cnnn3)c2)cc1OCC
  A = -2.1	B = -18.3	C = -20.8	D = 4.4	E = 3.6	F = -3.8	G = -21.9	H = -14.7	I = -1.1	J = -5.3
> COc1cc(NC(C)=O)ccc1NC(=O)c1cc2ccccc2o1
  A = -6.7	B = -18.6	C = 0.0	D = 1.8	E = -5.8	F = 1.6	G = 0.7	H = -10.2	I = -0.5	J = 1.0

(list continues)
Field names: A = TCR CD3 inh; B = TDP2 absorb; C = SIAE inh; D = LEDGF integ inh; E = DDE Tn7 FP inh; F = UHRF1 MBD2 ctr; G = HTRA1 inh; H = mABHD4 FP; I = PG9 binder; J = PRMT1 inh
> COc1ccc(S[C@]2(C(=O)N3CCOCC3)CC(=O)N(c3ccc(Cl)cc3)[C@@H]2c2ccc(OC)cc2)cc1
  A = .	B = -6.0	C = -5.2	D = -0.7	E = -4.1	F = 2.5	G = .	H = -15.5	I = .	J = 4.8
> CC(=O)c1ccc(Nc2nc3ccccc3nc2NS(=O)(=O)c2cccs2)cc1
  A = 7.3	B = 1.9	C = -10.6	D = 0.2	E = 0.5	F = -0.7	G = -6.0	H = 11.7	I = 0.6	J = 3.0
> Cc1ccc(Nc2cccccc2=O)cc1
  A = -0.1	B = 6.8	C = -3.4	D = 0.1	E = 0.3	F = 0.8	G = 2.3	H = 0.0	I = -4.0	J = -0.1
> Cc1cc(C(=O)CSc2ccc(F)cc2)cc(C)c1O
  A = -4.1	B = -5.3	C = 5.5	D = -4.8	E = -2.3	F = 1.4	G = -17.1	H = -8.8	I = 0.5	J = 2.5

An excerpt from above with just PRMT1 inh and mABHD4 FP:
compound,PRMT1 inh,mABHD4 FP
COc1ccc(S(=O)(=O)Nc2ccc(S(=O)(=O)N3CCCCC3)cc2)cc1,2.1,-4.3
O=c1oc(-c2cccs2)nc2ccc(Br)cc12,3.1,-23.6
Cc1ccc(-n2nnnc2SCC(=O)Nc2cc(C)on2)c(C)c1,-2.8,6.2

High-throughput results: PubChem, The Scripps Research Institute Molecular Screening Center
